FEN1 inh – blocks human flap endonuclease 1; P39748; Recombinant FEN1 flap cleavage, fluorescence, 15 min; Potency, µM (titrated, usually from 114 µM), for inactives: top-dose activity change, negative = inhibition, usual class: inhibitors; 390,000 tested, 0.35% active; note: nearly all actives have a fitted effect of over 65% in size
Target sequence (P39748 whole entry, looked up): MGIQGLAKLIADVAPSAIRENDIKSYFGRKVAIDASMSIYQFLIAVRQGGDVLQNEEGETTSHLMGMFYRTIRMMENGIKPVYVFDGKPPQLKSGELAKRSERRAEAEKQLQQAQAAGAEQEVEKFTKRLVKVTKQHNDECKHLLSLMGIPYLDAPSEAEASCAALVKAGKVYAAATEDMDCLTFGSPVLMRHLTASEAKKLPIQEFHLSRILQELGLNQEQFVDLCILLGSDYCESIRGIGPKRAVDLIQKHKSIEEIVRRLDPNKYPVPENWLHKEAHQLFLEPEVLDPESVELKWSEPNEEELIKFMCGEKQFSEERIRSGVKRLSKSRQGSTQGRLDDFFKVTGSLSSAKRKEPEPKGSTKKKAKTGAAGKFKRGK
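Enzyme 10 nM, 15 min RT preincubation with compound; start with substrate 50 nM final; reads at 0 and 15 min; qHTS titration, four-parameter Hill fit.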
N370S GC – N370S glucocerebrosidase modulation, Gaucher chaperone candidate. N370S GC spleen homogenate, 4MU-glucoside fluorescence. P04062. 330,000 tested, 0.092% active. Potency, µM (highest dose often 59.4 µM), for the others: top-dose activity change, negative = inhibition, most hits filed as inhibitors;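 note: 0% = full enzyme activity and -100% = no enzyme basal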
DT40 TDP1 CPT – DT40-hTDP1 cell growth loss with CPT; Potency, µM (highest dose often 46.2 µM), for inactives: at the top dose activity change, negative = growth inhibition, most hits filed as inhibitors; AID 686979; chicken DT40 Tdp1-/-;hTDP1 cells + 20 nM CPT, ATP luminescence, 48 h; 420,000 tested, 12% active; note: nearly all actives have a fitted effect of over 55% in size
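Chicken DT40 Tdp1-/- cells stably complemented with human TDP1 were seeded at 400 cells/well in medium containing 20 nM camptothecin, exposed to pin-transferred compounds, and grown at 37 °C for at least 48 hr. Viability was read as ATP luminescence.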
The depositor's hits bear a star; ? = inconclusive; nt = no result given; & = joins results of further samples; [ ] = another dose, or the depositor's remark. Calls come from the whole dose curve; as a rule, active = well fitted curve in the direction sought with a large enough effect; inconclusive = small, poorly fitted or top-dose-only effect, or another doubt; inactive = no such curve, though single readings can be large; an effect the other way counts as inactive or inconclusive. Unless noted, % is set by controls: 0 for no effect and ±100 for the full control effect; potency is the fitted concentration of half-maximal effect.

SMILES	FEN1 inh	N370S GC	DT40 TDP1 CPT
COc1ccc(N2C(=O)CCC(C(=O)NCc3ccccn3)C2c2ccc(OC)c(OC)c2)cc1 (stereo unspecified)	6.6%	-16.3%	-1.0%
Cc1ccc(CSCC(=O)Nc2ccccc2)cc1	-0.5%	4.4%	13.6%
NNC(=O)c1cccc(COc2ccccc2Br)c1	-15.2%	11.1%	-21.0%
Cc1ccc(NC(=O)Cc2ccc([N+](=O)[O-])cc2)c(Br)c1	-1.3%	-4.4%	-18.4%
CC(NC(=O)CN1C(=O)NC2(CCCCC2C)C1=O)c1ccccc1 (stereo unspecified)	-13.3%	nt	-3.9%
CCN1CCN(CCCN(Cc2ccco2)C(=S)Nc2cccc(Cl)c2C)CC1	4.8%	-14.3%	-10.0%
CCN(Cc1ccccc1)C(=O)/C=C/c1ccccc1[N+](=O)[O-]	7.9%	4.4%	16.4µM*
Cc1ccc(OCC(=O)Nc2ccc3c(c2)ncn3C)cc1	-9.4%	nt	12.0%
Cc1ccc(NC(=O)N2CCN(c3ccccn3)CC2)cc1	0.1%	6.4%	-8.0%
Cc1c(C)c2c(OCC(=O)NCc3ccccn3)cc3c(c2oc1=O)CCC(C)(C)O3	-17.9%	21.3%	14.6µM*
CC(=O)OCCn1c2nc(=O)[nH]c(=O)c-2nc2cc(C)c(C)cc21	7.8%	?	?
Cc1ccc(-c2noc(-c3ccccc3C(=O)NCC3CCCO3)n2)cc1 (stereo unspecified)	7.3%	8.3%	?
COc1cc(/C=N/NC(=O)CCC(=O)NC2CCCCC2)ccc1C	-6.9%	-4.2%	9.6%
COc1cccc(/C=N/NC(=O)CNC(=O)C(c2ccccc2)c2ccccc2)c1O	-0.7%	-13.9%	7.31µM*
COc1cc(OC)cc(-c2c(-c3cccs3)c3cc(-c4ccc(C(N)=O)cc4)ccc3n2C)c1	9.1%	nt	?
COc1cc(NC(=O)CCS(=O)(=O)c2ccc3c(c2)oc(=O)n3C)cc(OC)c1	-10.5%	-0.6%	1.8%
COc1ccc(C2CC(c3ccc(F)cc3)n3nc(NS(C)(=O)=O)nc3N2)cc1 (stereo unspecified)	11.5%	9.4%	-3.8%
CCOC(=O)C1=NN(C(=O)c2ccc(C)cc2)C(O)(c2ccc(Cl)cc2)C1 (stereo unspecified)	11.4%	?	-6.2%
CC(C)(C)c1nn(-c2ccccc2)c2[nH]c(=O)c(CNc3ccc4c(c3)OCCO4)cc12	?	1.5%	-29.5%
Cn1nc(C(F)(F)F)c(-c2ccc(Br)cc2)c1NC(=O)c1ccco1	6.0%	2.1%	?
COc1ccc(C(=O)/C=C/Nc2ccccn2)cc1	-5.8%	-3.6%	-19.4%
COC(=O)CCCn1nc(NC(=O)COc2ccc(F)cc2)cc1C	0.0%	3.5%	9.3%
COc1cc(/C=N/N2C(C)CCCC2C)cc(Br)c1O (stereo unspecified)	-2.9%	-3.7%	6.6%
CN1CCN(C(=O)c2ccccc2NC(=O)c2cccc(Cl)c2)CC1	-2.5%	-10.6%	12.9%
COc1ccc(N(C(=O)CNC(=O)c2ccco2)C(C(=O)NC2CCCC2)c2ccncc2)cc1 (stereo unspecified)	-2.4%	-8.9%	9.8%
COc1ccc(NC(=O)/C(=C/c2cccs2)NC(=O)c2ccco2)cc1	7.0%	6.4%	2.7%
COC(=O)c1cc(-c2ccc(OC)c(OC)c2)on1	-3.2%	-11.0%	-1.6%
CCCSc1nc(C)cc(C)c1S(=O)(=O)c1ccccc1C	-3.0%	9.7%	16.4µM*
COCC(C)NC(=O)CSc1nnc(-c2cccc(S(=O)(=O)N3CCCCC3)c2)o1 (stereo unspecified)	1.2%	3.5%	4.0%
COc1cccc(-c2nnc(-c3ccc(C)o3)o2)c1	0.4%	7.5%	7.2%
CN(C)S(=O)(=O)c1ccc(C(=O)OCC(=O)Nc2ccc(OC(F)F)cc2)cc1	0.0%	-3.6%	-2.6%
CCOc1ccc(NC(=O)c2cnn(-c3ccc(C)c(Cl)c3)c2C2CCNCC2)cc1	-16.5%	nt	23.1µM*
O=C(CSCc1ccccc1)Nc1ccccc1C(=O)Nc1ccc(C(=O)O)cc1	31.2%[activator]	9.7%	-22.9%
Cc1ccc(NC(=O)C2CCCN(c3nnc(C)c4c(C)n(-c5ccccc5)nc34)C2)c(Cl)c1 (stereo unspecified)	0.5%	nt	4.11µM*
CCCCc1c(O)nc(SCC(=O)Nc2ccc(C)cc2)n(-c2ccc(OC)cc2)c1=O	11.3%	-9.5%	2.7%
CN1CCN(S(=O)(=O)c2cccc(C(=O)NCc3ccc(Cl)cc3)c2)CC1	7.9%	3.5%	-10.8%
O=C(COc1ccc(F)cc1)Nc1cccc(OCc2cc(=O)n3ccccc3n2)c1	4.1%	nt	?
Cc1cc2nncn2c(Cc2ccccc2)n1	-0.3%	-5.9%	3.1%
CCOC(=O)C1CCN(Cc2ccc(OC)c(C)c2OC)CC1	-1.0%	-6.6%	-26.5%
O=C(CSc1nc2ccccc2s1)CSc1nc2ccccc2s1	-3.3%	13.7%	3.5%
Cc1ccccc1Cn1c(=O)n(-c2ccc(Cl)cc2)c(=O)c2c3c(sc21)CCCC3	2.6%	nt	-0.8%
CSc1ccc(CCNC(=O)c2ccc3c(c2)nc2n3CCOC2)cc1	1.2%	nt	?
COc1ccc(Cl)cc1NC(=O)Cn1nnc(C(=O)NCCc2ccc(OC)c(OC)c2)c1N	11.7%	3.3%	?
Cc1cccc(N(C)S(=O)(=O)c2nnc(NC(=O)c3ccco3)s2)c1	-4.0%	-8.8%	13.2%
Cc1nc2ccc(S(=O)(=O)N(CC(=O)Nc3cccc(F)c3)Cc3ccccc3)cc2s1	-23.0%	nt	?
CCOC(=O)c1[nH]c2ccccc2c1NC(=O)c1ccc(OC(C)C)cc1	11.9%	nt	?
COc1cc(OC)cc(C(=O)N2CCN(c3ccc(N4CCOCC4)nn3)CC2)c1	-4.8%	10.3%	-18.7%
Cc1cc(C)c(C(=O)C2OC(=O)C(C)(C)C(=O)C2(C)C)c(C)c1 (stereo unspecified)	-12.1%	8.2%	-21.1%
Cc1ccc(NC(=O)c2cccc(N3C(=O)C4C5C=CC(C5)C4C3=O)c2)cc1C (stereo unspecified)	9.5%	-12.4%	23.1µM*
CC(=O)C1=C(c2ccccc2)NC(=O)NC1c1ccc(O)c(O)c1 (stereo unspecified)	-17.0%	0.1%	1.7%

Arranged by molecular weight (rising): some entries from above
SMILES	FEN1 inh	N370S GC	DT40 TDP1 CPT
CC(=O)C1=C(c2ccccc2)NC(=O)NC1c1ccc(O)c(O)c1 (stereo unspecified)	-17.0%	0.1%	1.7%
Cc1ccc(NC(=O)c2cccc(N3C(=O)C4C5C=CC(C5)C4C3=O)c2)cc1C (stereo unspecified)	9.5%	-12.4%	23.1µM*
COc1cc(OC)cc(C(=O)N2CCN(c3ccc(N4CCOCC4)nn3)CC2)c1	-4.8%	10.3%	-18.7%

Later entries
SMILES	FEN1 inh	N370S GC	DT40 TDP1 CPT
COc1cc(OC)c2c(-c3cccc(-c4ccc(C(C)=O)cc4)c3)cc(=O)oc2c1	-2.9%	24.3%	1.16µM*
CCC(C(=O)NC1CCCCCC1)n1nc(C)c2c(C)n(-c3ccccc3)nc2c1=O (stereo unspecified)	-1.9%	-6.2%	?
CCCc1nc2oc3c(NCC(C)O)ncnc3c2c2c1CCCC2 (stereo unspecified)	14.0%	8.3%	?
CC(/C=C1\SC(=S)N(CCC(=O)Nc2ccc(O)cc2)C1=O)=C\c1ccccc1	-8.9%	-4.0%	18.4µM*
CCn1c(=O)cc(OCC(=O)NCc2ccc(C)o2)c2ccccc21	-8.6%	-9.9%	-16.2%
CCn1ccc2cc(S(=O)(=O)N3CCC(C(=O)NCCc4ccccc4)CC3)ccc21	-0.9%	nt	-22.5%
CCCCCC(=O)N1CC2(CC(c3cccc(NC(=O)[C@@H]4CCC(=O)N4)c3)=NO2)C[C@@H]1C(N)=O (stereo partly specified)	2.1%	-0.1%	2.6%
O=C(NCCCn1ccnc1)c1ccc(Br)o1	1.4%	1.5%	7.6%
Clc1ccc(OCCOCCNCc2ccccc2)cc1Cl	-11.1%	-25.2%	16.4µM*
CCOC(=O)CS(=O)(=O)c1ccccc1	0.3%	-2.1%	-6.5%
CC(C)CN(CC(C)C)C(=O)C12CCC(C)(C(=O)O1)C2(C)C (stereo unspecified)	0.5%	-17.4%	-4.7%
O=[N+]([O-])c1cc(-c2nc(-c3ccccc3)no2)ccc1NC1CCCCC1	-6.3%	nt	5.3%
Cn1nnnc1SCC(=O)N1N=C(c2cccs2)CC1c1cccs1 (stereo unspecified)	-1.9%	nt	?
CS(=O)(=O)c1ccccc1C(=O)N(CCc1ccccc1)Cc1ccccc1	-12.8%	-17.3%	-18.6%
COc1cccc(N2C(=O)CC(N3CCc4ccccc4C3)C2=O)c1 (stereo unspecified)	-6.7%	1.6%	-2.6%
CC(C)NC(=O)Nc1n[nH]c(Nc2ccc(Cl)cc2)n1	-19.0%	-2.0%	-18.6%
Cc1cc(NC(=O)Cc2ccsc2)ccc1Br	-13.6%	-6.0%	-12.7%
O=C(Nc1cccc(S(=O)(=O)N2CCCCC2)c1)c1cc(=O)[nH]c2ccccc12	10.2%	nt	23.1µM*
N#Cc1cccc(NC(=O)Cn2nc(Cc3ccncc3)c3ccccc3c2=O)c1	18.1%	nt	-10.4%
Cc1ccc(C)c(OCc2cc(C(=O)NC(c3ccccn3)C(F)(F)F)no2)c1 (stereo unspecified)	-8.9%	nt	?
CCOCC(=O)Nc1cc(S(=O)(=O)N2CCOCC2)ccc1N1CCCCC1	-1.3%	-4.3%	14.6µM*
COc1ccc(OS(=O)(=O)c2ccc(N3C(=O)CCC3=O)cc2)cc1	-4.7%	2.6%	6.8%
CCN(CC)CCNC(=O)c1sc2ncccc2c1-n1cccc1	16.1%	nt	-6.1%
O=[N+]([O-])c1ccc(N2CCCCC2)cc1NCCOc1ccccc1	-0.9%	?	29.1µM*
CCCCc1nnc(NC(=O)c2ccccc2OCc2c(C)noc2C)s1	6.7%	3.3%	16.4µM*
Cc1ccc(NS(=O)(=O)c2cc(C(=O)O)ccc2Cl)cc1	2.4%	1.5%	0.7%
Cc1cccc(N2CCN(c3ccc(NC(=O)/C=C(/C(=O)O)c4ccccc4)cc3)CC2)c1	4.0%	-5.0%	-18.2%
CC(=O)Nc1ccc(Nc2nnc(-c3ccc(C)c(S(N)(=O)=O)c3)c3ccccc23)cc1	?	-12.9%	-12.6%&-8.6%
O=C(Cn1c(=O)n(-c2ccccc2)c(=O)c2ccc(C(=O)NCc3ccc4c(c3)OCO4)cc21)Nc1ccc(Br)cc1F	-15.6%	nt	?
Cc1cc(C(=O)OCC(=O)c2ccc3c(c2)NC(=O)CO3)c2ccccc2n1	-18.5%	0.6%	-2.4%
CC(OC(=O)c1cccnc1)C(=O)Nc1ccc2c(c1)OCO2 (stereo unspecified)	17.8%	-3.9%	?
O=C(Nc1cccc(F)c1)/C(=C\c1ccco1)NC(=O)c1ccco1	-15.8%	-8.4%	-14.2%
Cc1cc(C)c2c(c1)NC(=O)C2(O)c1c[nH]c2ccccc12 (stereo unspecified)	8.4%	nt	-10.9%
CCCn1ncc(CN2CCN(Cc3ccc(C)o3)C(CCO)C2)c1C (stereo unspecified)	1.7%	1.6%	1.0%
CS(=O)(=O)N(Cc1ccccc1)c1ccc(C(=O)Nc2ccccc2Sc2ccccc2)cc1	0.7%	13.7%	2.1%
Cc1cc(C)cc(-n2nc(C)cc2N)c1	1.2%	-0.3%[12.8 µM]	4.1%
CCn1c(C(=O)O)c(CC(=O)Nc2ccc(Br)cc2C)c2ccccc21	7.9%	0.0%	-15.6%
COC(=O)c1cc(-c2c(C)oc3cc(OC)ccc3c2=O)c(C)o1	15.9%	3.1%	11.6µM*
CCN(Cc1cccc(S(=O)(=O)O)c1)c1ccc(C(=C2C=CC(=[N+](CC)Cc3cccc(S(=O)(=O)O)c3)C=C2)c2ccccc2S(=O)(=O)[O-])cc1	31.6µM*	nt	2µM*
CC1=CC(C)(C)Nc2ccc(OC(=O)CCN3C(=O)c4ccccc4C3=O)cc21	-23.7%	-23.1%	3.26µM*

Part of the list above, set out differently.
smiles,FEN1 inh,N370S GC,DT40 TDP1 CPT
Cc1cc(C(=O)OCC(=O)c2ccc3c(c2)NC(=O)CO3)c2ccccc2n1,-18.5%,0.6%,-2.4%
CC(OC(=O)c1cccnc1)C(=O)Nc1ccc2c(c1)OCO2 (stereo unspecified),17.8%,-3.9%,?
O=C(Nc1cccc(F)c1)/C(=C\c1ccco1)NC(=O)c1ccco1,-15.8%,-8.4%,-14.2%
Cc1cc(C)c2c(c1)NC(=O)C2(O)c1c[nH]c2ccccc12 (stereo unspecified),8.4%,nt,-10.9%
CCCn1ncc(CN2CCN(Cc3ccc(C)o3)C(CCO)C2)c1C (stereo unspecified),1.7%,1.6%,1.0%
CS(=O)(=O)N(Cc1ccccc1)c1ccc(C(=O)Nc2ccccc2Sc2ccccc2)cc1,0.7%,13.7%,2.1%
Cc1cc(C)cc(-n2nc(C)cc2N)c1,1.2%,-0.3%[12.8 µM],4.1%

Screening data deposited in PubChem BioAssay by National Center for Advancing Translational Sciences (NCATS).

Some of the compounds tested; the hit share may differ from the screen's.
